Screens deposited in PubChem BioAssay by several laboratories.
PRMT1 FP inh: inhibitors of human PRMT1. Q99873. recombinant PRMT1, activity-based probe fluorescence polarization. inhibition, % at 2.79 µM. 1.3% of 370,000 active. AID 652257;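 active = inhibition above about 21% made by adding two undisclosed values, limit read from the data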
SIAE primary: inhibitors of human sialic acid acetylesterase SIAE; Q9HAT2; SIAE FP-Rh probe binding, fluorescence polarization; inhibition, % at 9.66 µM; 0.69% of 370,000 active;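 active = inhibition above a cutoff: mean of compounds within the control limits plus 3 SD of those, cut at about 17% in these data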;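 note: 0% = plate median of compound wells and 100% = probe without SIAE protein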
Target sequence (Q9HAT2 whole entry, looked up): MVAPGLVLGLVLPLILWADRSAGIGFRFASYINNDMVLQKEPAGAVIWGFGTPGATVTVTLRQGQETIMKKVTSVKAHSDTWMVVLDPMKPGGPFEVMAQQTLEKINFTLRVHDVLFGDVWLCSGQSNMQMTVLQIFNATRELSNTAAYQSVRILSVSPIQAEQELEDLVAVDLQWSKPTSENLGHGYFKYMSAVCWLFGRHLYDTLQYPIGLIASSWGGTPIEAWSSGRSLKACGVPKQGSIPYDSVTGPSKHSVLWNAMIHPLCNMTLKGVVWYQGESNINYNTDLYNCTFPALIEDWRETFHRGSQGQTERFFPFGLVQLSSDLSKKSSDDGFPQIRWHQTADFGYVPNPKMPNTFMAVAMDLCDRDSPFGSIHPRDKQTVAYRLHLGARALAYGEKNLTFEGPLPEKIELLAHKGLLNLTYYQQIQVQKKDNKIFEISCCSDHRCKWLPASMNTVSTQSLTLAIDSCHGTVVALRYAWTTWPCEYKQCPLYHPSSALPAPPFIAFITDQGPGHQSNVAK
HTRA1 inhibitor: inhibitors of human serine peptidase HTRA1; AID 504803; recombinant HTRA1, FP-rhodamine activity-based probe, fluorescence polarization; inhibition, % at 5.96 µM; 0.5% of 340,000 active; in the data active = inhibition above about 36%;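 note: 0% = enzyme with DMSO and 100% = wells lacking enzyme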
MBD2 DNA inh: inhibitors of human MBD2 binding to methylated oligonucleotide. TR-FRET. inhibition, % at 4.4 µM. 0.31% of 370,000 active. AID 686964; in the data active = inhibition above about 13%
mABHD4 FP: inhibits mouse alpha/beta hydrolase domain 4; Q8VD66; purified mABHD4, FP-Rh probe fluorescence polarization; inhibition, % at 8.92 µM; 0.54% of 370,000 active;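 active = inhibition exceeding the mean over every tested compound plus 3 SD, cut at about 30% in these data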;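 note: 0% = plate median of compound wells and 100% = S159A mutant with DMSO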
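System: mouse ABHD4 enzyme, wild type / Medium: HEPES pH 7.0, NaCl, Pluronic buffer / Reagent: FP-Rh activity-based fluorescent probe / Control set: S159A mutant high control, sample median low control / Detection: fluorescence polarization with parallel and perpendicular emission, 525/598 nm / Schedule: 45 min + 60 min at 25 °C / Compound dosing: 8.92 µM, single dose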
rCAG binder: binds r(CAG) RNA repeats. r(CAG) RNA repeat, TO-PRO-1 dye displacement fluorescence. inhibition, % at 3 µM. 1.3% of 370,000 active. AID 651821;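 active = inhibition above the plate cutoff, the mean of all test compounds on that plate plus 3 SD, cut at about 35% in these data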;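 note: 0% = DMSO alone and 100% = 100 µM mitoxantrone as full dye displacement; higher means more dye released from RNA so lower well fluorescence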
LEDGF integ inh: blocks HIV-1 LEDGF/p75-dependent DNA integration; 0.64% of 370,000 active; inhibition, % at 3.7 µM; AID 743269; TR-FRET IN-LEDGF/p75 DNA integration, Eu/Cy5;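 active = inhibition above the screen-wide mean plus 3 SD, cut at about 13% in these data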;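 note: signal is the Cy5 over europium emission ratio at 671 and 618 nm; 0% = plate median of compound wells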
NPR2 activator: GC-B (human) receptor activation. P20594. HEK293-GC-B cells, CNP EC30, cGMP TR-FRET; 0% at EC30 CNP, 100% saturating CNP. activation, % at 10 µM. 0.11% of 370,000 active. AID 1920062;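 active = activation at 10 µM reaching about 35% in either raw or pattern-adjusted values, limit read from the data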
TCR-CD3 inh: blocks the human TCR-CD3 interaction; 0.37% of 360,000 active; TAMRA-labeled TCR probe fluorescence, biochemical; inhibition, % at 9.4 µM; in the data active = inhibition above about 19%;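 note: recombinant mutant TCR 2C K166C tagged with TAMRA read by polarization; 0% = receptor in buffer alone and 100% = receptor with positive control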
TDP2 absorb: blocks human TDP2 phosphodiesterase activity | inhibition, % at 12.8 µM | 0.34% of 370,000 active | AID 720702 | recombinant TDP2, T5PNP hydrolysis, p-nitrophenol absorbance 415 nm | O95551;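 active = inhibition above the mean of all tested compounds plus 3 SD, set per campaign, cut at about 25% in these data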;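 note: 0% = DMSO with enzyme and 100% = buffer with substrate but no TDP2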
Target sequence (O95551 whole entry, looked up): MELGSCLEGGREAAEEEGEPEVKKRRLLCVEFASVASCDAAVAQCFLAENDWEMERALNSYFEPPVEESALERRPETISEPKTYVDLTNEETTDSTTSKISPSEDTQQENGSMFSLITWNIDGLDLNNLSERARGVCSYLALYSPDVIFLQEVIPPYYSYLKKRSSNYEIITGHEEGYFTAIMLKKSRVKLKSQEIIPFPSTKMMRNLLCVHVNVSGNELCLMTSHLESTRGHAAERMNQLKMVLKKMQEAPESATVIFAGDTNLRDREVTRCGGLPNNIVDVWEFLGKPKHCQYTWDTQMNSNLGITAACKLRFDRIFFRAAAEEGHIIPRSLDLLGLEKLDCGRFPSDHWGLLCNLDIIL
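Assay system: Recombinant human TDP2 | Quantity: 120 nM TDP2 per well | Incubation: 2 h at 37 °C | Signal: Epi absorbance | Evaluation: Percent inhibition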
* = called active by the depositor; . = no result given. Only part of the results is shown; rates above refer to the full screens.

SMILES	PRMT1 FP inh	SIAE primary	HTRA1 inhibitor	MBD2 DNA inh	mABHD4 FP	rCAG binder	LEDGF integ inh	NPR2 activator	TCR-CD3 inh	TDP2 absorb
O=c1cc(-c2ccc([N+](=O)[O-])cc2)c2cc3c(cc2[nH]1)OCCO3	5	-1	10	2	0	-1	-4	-10	-1	-10
COc1ccc(CCN(Cc2ccccn2)C(=S)Nc2cccc(C)c2)cc1OC	2	7	0	-5	2	-3	3	0	-3	-5
O=[N+]([O-])c1cccc(N/N=C/c2cccc(O)c2O)c1	3	23*	60*	-2	36*	26	4	-3	7	-14
CC1CCN(C(=O)c2[nH]cnc2C(=O)Nc2ccc(Cl)cc2)CC1	3	3	1	6	-9	4	0	-13	-7	0
CC1CCc2cc(F)ccc2N1C(=O)CSc1nnc(-c2cccs2)n1C (centres undefined)	-1	-2	3	-6	0	-5	-1	-6	4	7
CC(=O)NC(=S)Nc1ccccc1C(=O)Nc1ccccc1	-3	8	0	0	5	-2	-1	3	15	8
CC(C)CCNC(=O)CSc1nc2c(c(=O)[nH]1)CCC2	-4	0	.	-5	0	.	-1	-2	.	1
CN1CCN(S(=O)(=O)c2ccc(NC(=O)c3ccco3)cc2)CC1	0	3	-1	6	-2	0	1	4	11	-8
O=C(/C=C/C=C/c1ccc2c(c1)OCO2)N1CCCCC1	5	7	-5	0	3	3	0	2	-3	-4
COc1ccc(C2c3[nH]c4ccccc4c3C[C@H]3C(=O)N(c4ccccc4C(=O)N4CCC[C@@H]4C(=O)O)C(=O)N23)cc1 (some centres undefined)	5	3	5	4	2	32	-2	-5	-17	5
Cc1ncccc1C(=O)N1CCCC(c2cc(C(=O)Nc3ccc(C(C)(C)C)cc3)no2)C1 (centres undefined)	4	-5	.	-1	1	0	-3	7	1	-1
COc1ccc(CNC(=O)C(C)n2ccc3cc(S(=O)(=O)N4CCCCCC4)ccc32)cc1 (centres undefined)	-3	-12	-32	1	-21	7	-1	-2	-4	-19
O=C(/C=C/c1cccc(Oc2ccccc2)c1)N1CCOCC1	1	4	2	-3	-2	-5	0	-4	5	1
CCN(CC)S(=O)(=O)c1ccc(NN=c2c(=O)c3ccccc3c2=O)cc1	-1	1	2	-4	3	3	2	-3	12	8
COc1cc(Cl)ccc1OC1(C)CCN(Cc2ccc(SC)cc2)C1 (centres undefined)	2	13	.	9	5	-1	-4	-6	-7	13
CCOc1ccc(C(C(=O)NCC2CCCO2)N(CCc2cccc(C)c2)C(=O)c2snc(C(N)=O)c2N)cc1 (centres undefined)	2	-5	-2	4	5	2	-2	-3	-1	0
CC1(C)CC(=O)c2cc(NC(=O)c3ccccc3)c(=O)oc2C1	-1	0	-2	1	4	-2	2	-7	-6	6
COc1ccccc1OCCOC(=O)Nc1ccccc1	-1	-3	-1	0	3	1	-3	4	3	-10
Cn1nccc1C(=O)N1CCN(c2cccc(C(F)(F)F)c2)CC1	-2	-8	-1	4	2	-10	1	2	-3	-7
Oc1ccc(N=Nc2ccccc2-c2nn[nH]n2)c(O)c1	19	16	42*	-5	68*	79*	19*	7	2	17
CC1CN(c2ccc([N+](=O)[O-])c(NCCOc3ccccc3)c2)CC(C)N1 (centres undefined)	-1	-4	-1	-9	0	2	-3	10	-11	-7
Cc1ccc(C(=O)NC(C)CCc2ccccc2)cc1S(=O)(=O)N1CCOCC1 (centres undefined)	2	3	5	2	-6	2	-5	-1	-8	7
O=C(CSc1nnc(-c2cccnc2)s1)Nc1cccc(C(=O)O)c1	0	-7	4	2	-7	0	0	-4	-9	15
O=C(NCCS(=O)(=O)N1CCCC1)c1ccccc1	-5	6	-1	-6	2	0	4	4	6	1
COC(=O)C(CC(C)C)NC(=O)/C=C/c1ccccc1Cl (centres undefined)	2	2	-5	3	-1	1	0	0	1	-3
CN(CCc1ccccn1)C(=O)c1cccnc1Oc1ccccc1	-4	-3	1	3	-4	-2	5	1	5	-8
C=CCN(C(=O)c1csnn1)C(C(=O)NC1CCCCC1)c1ccc(Cl)cc1 (centres undefined)	-7	0	-10	-4	-6	2	1	-20	1	-15
COc1cc(/C=C2/C(=O)NN(c3ccc(Cl)cc3)C2=O)cc(OC)c1O	16	4	1	1	25	37*	0	-7	0	9
CCOc1ccccc1NC(=O)CSc1nnc2c(CC)c(C)nc(N)n12	0	2	0	0	3	-2	0	-4	6	-8
C/C(=C\c1ccccc1)CN1CCN(c2cccc(Cl)c2)CC1	2	-6	-1	-2	-4	-5	0	0	6	-3
CCCc1nc(SCC(N)=O)[nH]c(=O)c1CC	2	4	1	2	0	-1	-3	1	0	-9
O=C(NCc1ccccc1)/C(=C\c1ccc(F)cc1)NC(=O)c1ccco1	0	-4	2	1	0	0	4	0	-2	0
COC(=O)c1cc2c(c3c4cc(F)ccc4n(S(=O)(=O)c4ccc(C)cc4)c13)C(=O)N(Cc1ccccc1)C2	-2	-7	.	2	-7	13	1	2	-4	5
Cc1ccccc1NC(=O)c1ccccc1N(C)S(=O)(=O)c1ccccc1	2	-3	-3	-2	6	-4	-1	-4	-2	7
CC1CCCC(C(=O)O)N1C(=O)CCS (centres undefined)	25*	-7	7	7	-14	5	-2	-2	-7	-7
O=[N+]([O-])c1ccccc1S(=O)(=O)NCCSCc1ccco1	4	1	6	0	-1	7	0	-3	0	-3
CCC(=O)NS(=O)(=O)c1ccc(N=NN2CCCCC2)cc1	-2	-7	6	4	3	1	1	1	-2	2
CCCCCCCn1c(C)nnc1-c1cnn(C)c1N	-1	1	6	3	-3	-2	0	3	9	1
CN(CC(=O)Nc1cccc(F)c1)C(=O)c1cc(S(=O)(=O)N2CCCCC2)ccc1N1CCOCC1	-3	0	-2	-5	6	0	3	3	6	9
CCNS(=O)(=O)c1ccc(NC(=S)NCC2CCCO2)cc1 (centres undefined)	0	3	0	2	-2	-3	2	5	4	2
CN1CCN(c2ccc(C(=O)c3cn(-c4ccc(F)c(Cl)c4)nn3)cc2)CC1	-1	12	4	0	-6	-4	6	9	3	-1
COc1ccc(C(=O)NC2CCN(C(=O)Nc3ccc(F)cc3)CC2)cc1	1	3	-2	2	1	20	-6	2	-3	0
Cc1c(NC(=O)c2nn3c(c2Br)NC(c2ccccc2)CC3C(F)(F)F)c(=O)n(-c2ccccc2)n1C (centres undefined)	-1	-1	1	-7	5	-6	-5	4	5	-9
CC(Nc1cc(N2CCOCC2)ccc1[N+](=O)[O-])c1ccccc1 (centres undefined)	3	2	-2	-2	1	2	-1	4	4	0
CSc1nc(-c2ccco2)cc(-c2ccccc2)c1C#N	2	-8	-25	0	-3	8	-1	-14	6	8
COc1ccc(-c2cc(C3CCN(c4ncccc4[N+](=O)[O-])CC3)[nH]n2)cc1	-1	-7	-55	-5	7	3	2	-2	1	-20
CNc1cncc(-c2cccc(C(=O)NC3CC3)c2)n1	4	8	.	5	14	0	-1	-3	-3	-2
Cn1nnnc1SC(C(=O)Nc1ccc(F)cc1)c1ccccc1 (centres undefined)	1	-1	-11	2	-5	-2	-3	-6	6	-4
CC12CC3CC(C)(C1)CC(C(O)CN1CCOCC1)(C3)C2 (centres undefined)	4	-1	3	7	0	-11	2	2	2	-11
Cc1ccc(OC(=O)N2CCOCC2)cc1	-2	11	-3	-3	2	0	2	1	-1	4
O=C(C1CCCN(Cc2ccc([N+](=O)[O-])cc2)C1)N1CCCCC1 (centres undefined)	3	0	2	1	12	1	-5	-5	-6	-7
O=C(N/N=C\C=C\c1ccc2c(c1)OCO2)C1COc2ccccc2O1 (centres undefined)	1	-2	-8	3	3	4	0	1	-10	-1
CCn1cc(C(=O)NC2CC(C)(C)Cc3c2cnn3-c2cccc(F)c2)cn1 (centres undefined)	1	-2	-1	-3	0	-10	-1	-1	7	7
O=C1CC(C(=O)N2CCN(c3ccccc3Cl)CC2)CN1Cc1ccccc1 (centres undefined)	-1	4	11	-8	2	-2	5	1	2	-2

Just mABHD4 FP, for some of the entries so far:
| Structure | mABHD4 FP |
| --- | --- |
| CN1CCN(c2ccc(C(=O)c3cn(-c4ccc(F)c(Cl)c4)nn3)cc2)CC1 | -6 |
| COc1ccc(-c2cc(C3CCN(c4ncccc4[N+](=O)[O-])CC3)[nH]n2)cc1 | 7 |

Shown bar-delimited: part of the list above
Molecule | PRMT1 FP inh | SIAE primary | HTRA1 inhibitor | MBD2 DNA inh | mABHD4 FP | rCAG binder | LEDGF integ inh | NPR2 activator | TCR-CD3 inh | TDP2 absorb
CN1CCN(c2ccc(C(=O)c3cn(-c4ccc(F)c(Cl)c4)nn3)cc2)CC1 | -1 | 12 | 4 | 0 | -6 | -4 | 6 | 9 | 3 | -1
COc1ccc(C(=O)NC2CCN(C(=O)Nc3ccc(F)cc3)CC2)cc1 | 1 | 3 | -2 | 2 | 1 | 20 | -6 | 2 | -3 | 0
Cc1c(NC(=O)c2nn3c(c2Br)NC(c2ccccc2)CC3C(F)(F)F)c(=O)n(-c2ccccc2)n1C (centres undefined) | -1 | -1 | 1 | -7 | 5 | -6 | -5 | 4 | 5 | -9
CC(Nc1cc(N2CCOCC2)ccc1[N+](=O)[O-])c1ccccc1 (centres undefined) | 3 | 2 | -2 | -2 | 1 | 2 | -1 | 4 | 4 | 0
CSc1nc(-c2ccco2)cc(-c2ccccc2)c1C#N | 2 | -8 | -25 | 0 | -3 | 8 | -1 | -14 | 6 | 8
COc1ccc(-c2cc(C3CCN(c4ncccc4[N+](=O)[O-])CC3)[nH]n2)cc1 | -1 | -7 | -55 | -5 | 7 | 3 | 2 | -2 | 1 | -20
CNc1cncc(-c2cccc(C(=O)NC3CC3)c2)n1 | 4 | 8 | . | 5 | 14 | 0 | -1 | -3 | -3 | -2
Cn1nnnc1SC(C(=O)Nc1ccc(F)cc1)c1ccccc1 (centres undefined) | 1 | -1 | -11 | 2 | -5 | -2 | -3 | -6 | 6 | -4
CC12CC3CC(C)(C1)CC(C(O)CN1CCOCC1)(C3)C2 (centres undefined) | 4 | -1 | 3 | 7 | 0 | -11 | 2 | 2 | 2 | -11
Cc1ccc(OC(=O)N2CCOCC2)cc1 | -2 | 11 | -3 | -3 | 2 | 0 | 2 | 1 | -1 | 4
O=C(C1CCCN(Cc2ccc([N+](=O)[O-])cc2)C1)N1CCCCC1 (centres undefined) | 3 | 0 | 2 | 1 | 12 | 1 | -5 | -5 | -6 | -7
O=C(N/N=C\C=C\c1ccc2c(c1)OCO2)C1COc2ccccc2O1 (centres undefined) | 1 | -2 | -8 | 3 | 3 | 4 | 0 | 1 | -10 | -1
CCn1cc(C(=O)NC2CC(C)(C)Cc3c2cnn3-c2cccc(F)c2)cn1 (centres undefined) | 1 | -2 | -1 | -3 | 0 | -10 | -1 | -1 | 7 | 7
O=C1CC(C(=O)N2CCN(c3ccccc3Cl)CC2)CN1Cc1ccccc1 (centres undefined) | -1 | 4 | 11 | -8 | 2 | -2 | 5 | 1 | 2 | -2
